High-throughput results as filed in PubChem.
Dengue-2 NS5 capping: Dengue-2 NS5 methyltransferase inhibitors, primary screen, biochemical, confirmation dose response (AID 588689) | 0.3% of 340,000 active | Dengue-2 NS5 methyltransferase capping enzyme assay, biochemical; higher % means a stronger effect | inhibition, % at 25 µM; hits with a dose series show IC50 in µM; in the data active means a potency from the dose series
* marks the source's active call; other numbers are inactive results.

SMILES | Dengue-2 NS5 capping
Cc1cc(S(=O)(=O)Nc2ccc(C(=O)NCCN3CCOCC3)cc2)ccc1F | -3%
C[C@H](CO)N1C[C@H](C)[C@@H](CN(C)S(=O)(=O)c2ccc3c(c2)OCCCO3)OCc2cn(nn2)CCCC1=O | -2%
Cc1ccc(CNS(=O)(=O)c2ccc(Cl)s2)cc1 | 3%
CCCCCC(=O)N1C[C@@H](n2cc(COC(=O)c3ccccc3)nn2)[C@H](O)C[C@@H]1c1ccc(Cl)cc1 | -5%
COc1ccc(CN2C(=O)C(CC(=O)NCCCCc3ccccc3)CC(C(=O)N(C)C)=C2C)cc1 (configuration not stated) | 0%
O=[N+]([O-])c1ccc(S(=O)(=O)N2CCN(c3ccccn3)CC2)cc1 | -1%
C#CCN(C[C@@H]1[C@@H](OC(=O)NC2CCCC2)[C@@H](OC(=O)NC2CCCC2)CN(C(=O)OC(C)C)N1C(=O)OC(C)C)S(=O)(=O)c1ccc(C)cc1 | -5%
CCCCCC(=O)N1C[C@@H](O)[C@H](n2cc(C3CC3)nn2)C[C@@H]1c1ccccc1 | -1%
C[C@@H]1CN([C@@H](C)CO)C(=O)CCCn2nncc2CO[C@@H]1CN(C)C(=O)Nc1ccc(C(C)(C)C)cc1 | -4%
Cc1cc(Cl)c2oc(C(=O)N3CCOCC3)c(C)c2c1 | -2%
Cc1nc2n[nH]c(N)c2nc1C | -6%
O=C1[C@H]2[C@@H](c3ccccc3)N[C@]3(CCCN(Cc4ccc(C(F)(F)F)cc4)C3=O)[C@H]2C(=O)N1Cc1ccccc1 | -7%
CC(C)(C)C(=O)NCc1ccc(C(=O)CSc2nnc3n2CCCCC3)s1 | -6%
O=C(CCl)NC1(C(=O)O)CCCC1 | -2%
C[C@@H]1CCCCO[C@@H](CN(C)Cc2ccccc2)[C@@H](C)CN([C@H](C)CO)C(=O)c2cc(N(C)C)ccc2O1 | -4%
CCc1ccc(CN(C)Cc2c(C(=O)N3CCOCC3)nc3c(C)cccn23)nc1 | 1%
CCOC(=O)C1CCN(C(=O)c2sc3ncn(CC(=O)N4CCCCC4)c(=O)c3c2C)CC1 | 1%
COC(=O)C[C@@H]1C[C@@H]2c3cc(NC(=O)Cc4ccncc4)ccc3O[C@@H]2[C@@H](CO)O1 | -6%
CC1=C(C(=O)N2CCOCC2)CC(CC(=O)NCCCN(C)C)C(=O)N1CCC1=CCCCC1 (configuration not stated) | -3%
Cc1nn(CC(=O)Nc2cccc(O)c2)c(=O)c2ccccc12 | -6%
CN(CCCn1ccc(N)nc1=O)Cc1ccco1 | 4%
C=CCOc1cccc(C2C(C(=O)c3ccc(C)o3)=C(O)C(=O)N2CCN2CCOCC2)c1 (configuration not stated) | -1%
COc1cc(/C=C/c2nc3ccccc3c(=O)[nH]2)ccc1O | -20%
CC(C)CNC(=S)N1CCC(C(=O)c2ccc(Cl)cc2)CC1 | -3%
CN(C)S(=O)(=O)n1cc(/C=C(\NC(=O)c2ccccc2)C(=O)N2CCCCC2)c2ccccc21 | 2%
CC(=O)Nc1ccc(C(=O)OCC(=O)NC(=O)NCc2ccccc2)cc1 | 0%
NNc1cc2c(nn1)CCN(C(=O)c1ccccc1)C2 | 1%
c1ccc2c(C3OCC4(CCCC4)CO3)cccc2c1 | -10%
O=C(Nc1cc(C(F)(F)F)ccc1N1CCOCC1)c1cccc(S(=O)(=O)N2CCOCC2)c1 | 5%
Cc1ccccc1NC(=O)Cc1nc(COC(=O)Cc2cccc(C(F)(F)F)c2)cs1 | -3%
CC(=O)Nc1ccc(C=Cc2ccc([N+](=O)[O-])cc2)cc1 | -13%
COC(=O)[C@H]1C[C@H](OC(=O)NCc2ccccc2F)[C@@]2(O)CN(S(=O)(=O)c3ccc(C)cc3)CC2[C@H]1C(=O)OC (some centres not stated) | -19%
N#Cc1ccc(OCC(=O)OCC(=O)N2CCc3ccccc32)cc1 | -3%
CCOC(=O)c1ccc(NC(=O)c2ncn3c2C(=O)NC[C@H]3C)cc1 | -3%
COCCn1c(SCC(=O)N2CCCC2=O)nnc1-c1ccncc1 | -2%
COc1ccc(Cl)cc1Nc1nc(Cl)nc(NCCO)n1 | -2%
O=C(Nc1ccc(S(=O)(=O)N2CCCC2)cc1)C1CC(=O)N(CCc2ccccc2)C1 (configuration not stated) | 5%
Cc1ccc([C@H]2C[C@H](n3cc(-c4ccc(F)cc4)nn3)[C@@H](O)CN2C(=O)c2cccs2)cc1 | -5%
C[C@H]1CN([C@@H](C)CO)C(=O)c2cc(Br)cnc2O[C@@H]1CN(C)C(=O)c1ccncc1 | -1%
Cc1ccc(NS(=O)(=O)c2ccc(-n3cccn3)cc2)c(Br)c1 | -5%
COc1ccc(NC(=O)COC(=O)c2c(C)noc2C)cc1Cl | 4%
COc1ccc([C@H]2C[C@H](O)[C@@H](n3cc(COC(=O)c4ccccc4)nn3)CN2CC2CCCCC2)cc1 | -2%
COc1cccc(-c2nc(CN3CCN(C(=O)c4ccco4)CC3)c(C)o2)c1OC | 0%
CCCCCCNC(=O)O[C@H]1C[C@H](C(=O)OC)[C@H](C(=O)OC)C2CN(S(=O)(=O)c3ccc(C)cc3)C[C@@]21O (some centres not stated) | 2%
CC1C(=O)N(Cc2cn(Cc3ccco3)nn2)CCS(=O)(=O)N1Cc1ccc(-c2cccc(N(C)C)c2)cc1 (configuration not stated) | 2%
CCOC(=O)N(C)C[C@@H]1OCc2ccccc2-c2c(n(C)c3ccccc23)C(=O)N([C@H](C)CO)C[C@H]1C | -1%
C[C@@H]1CN([C@@H](C)CO)C(=O)CCCn2nncc2CO[C@H]1CN(C)C(=O)Nc1ccc(F)cc1 | -5%
CC(=O)c1cccc(NC(=O)c2cc(S(=O)(=O)N3CCCCC3)ccc2N2CCOCC2)c1 | -8%
CCOCCCNC(=O)c1ccc(CN2CCc3ccccc3C2)cc1 | 10%
Cc1ccc(S(=O)(=O)N2CCOCC2)cc1NC(=O)CN(C)CC(=O)Nc1cccc(F)c1 | 3%

Next part:
SMILES | Dengue-2 NS5 capping
O=C(CC1CCCC1)N1CCN(S(=O)(=O)c2cccc(Br)c2)CC1 | -3%
Cc1ccccc1Oc1ccc2c(c1)[C@@H]1C[C@H](N(C)C(=O)c3ccco3)[C@H]([C@H](C)O)C(=O)N1CC2 | -1%
O=S(=O)(NN=C1CCCCCCC1)c1ccccc1 | 4%
C[C@@H]1CCCCO[C@@H](CN(C)Cc2ccc3c(c2)OCO3)[C@@H](C)CN([C@H](C)CO)C(=O)c2cc(N(C)C)ccc2O1 | 5%
COCCn1c(SCC(=O)Nc2cc(C)on2)nc2c([nH]c3ccccc32)c1=O | 5%
CNC(=O)C[C@H]1C(=O)N(c2ccc(OC)cc2)C[C@@H]1Cc1ccccc1 | 1%
COc1ccc2c(c1)Cc1cc(NC(=O)c3ccccc3-c3ccccc3C(=O)O)ccc1-2 | 46µM*
N#CCN(C(=O)CSc1nnc(C2CC2)n1C1CC1)c1ccccc1 | 4%
COC(=O)[C@H]1C[C@@]2(O)CN(S(=O)(=O)c3ccc(C)cc3)C[C@@]2(OC(=O)NCc2ccccc2F)C[C@H]1C(=O)OC | -2%
CC(C)CC1C(=O)N(Cc2cn(CCC3OCCO3)nn2)CCS(=O)(=O)N1Cc1ccc(-c2ccccc2)cc1 (configuration not stated) | -5%
CC(=O)OCCN1c2ccccc2Sc2cnccc21 | 5%
C#Cc1cc(N2CCN(C(=O)c3ccoc3)CC2)n2nc(-c3cccc(Cl)c3)cc2n1 | -9%
CC1=C(C(=O)N(C)C)CC(CC(=O)NC2CCCCC2)C(=O)N1Cc1ccc(C(C)(C)C)cc1 (configuration not stated) | 2%
C[C@@H]1CCCCO[C@H](CN(C)C(=O)c2ccccc2)[C@@H](C)CN([C@H](C)CO)C(=O)c2cc(NC(=O)c3ccncc3)ccc2O1 | -7%
CN(CCC#N)c1ccc(C=C(C#N)c2ccc(Br)cc2)cc1 | -9%
C[C@@H]1CN([C@@H](C)CO)C(=O)CCCn2nncc2CO[C@H]1CN(C)S(C)(=O)=O | 3%
COc1cc(OC)c(C(=O)c2ccccc2[N+](=O)[O-])c(OC)c1 | -1%
Cc1ccc(OCCC(=O)OCC(=O)NCCNC(=O)COC(=O)CCOc2ccc(C)cc2)cc1 | 0%
Cc1ccc(OCc2cc(C(=O)N(C)Cc3cnn(C)c3)no2)cc1C | -4%
C[C@H]1Cn2cnc(C(=O)Nc3cccc(Cl)c3)c2C(=O)N1 | -1%
Cc1ccc2c(Cl)c(C(=O)NCCCN3CCOCC3)sc2c1 | 10%
CCn1c(SCC(=O)N2CCC(C)CC2)nc2c([nH]c3ccccc32)c1=O | -2%
O=C(NCCCN1CCCC1=O)C(=O)NCC1OCCCN1S(=O)(=O)c1ccccc1 (configuration not stated) | -5%
COCC(=O)N(C)C[C@H]1Oc2ncc(Br)cc2C(=O)N([C@@H](C)CO)C[C@H]1C | -12%
COC(=O)c1c(-c2ccccc2)[nH]c(-c2nccc3ccccc23)c1C(=O)OC | -3%
Clc1ccc(-c2nc3ccc(Cl)cn3c2Cc2ccccc2)cc1 | 1%
O=C(Nc1ccc(C(=O)O)cc1)/C(=C\c1ccc([N+](=O)[O-])cc1)NC(=O)c1ccco1 | -5%
Cc1ccc(Cc2c(-c3ccc(F)cc3)nc3ccc(Cl)cn23)cc1 | 11%
COc1cc(C(=O)N2Cc3cc4ccccc4nc3C2C)cc(OC)c1OC (configuration not stated) | 0%
CN(CC(=O)Nc1ccc(Cl)cc1)CC(=O)Nc1sc2c(c1C(N)=O)CCC2 | -6%
O=C(CCCN1C(=O)/C(=C/c2ccc(F)cc2)SC1=S)Nc1ccc(C(=O)O)cc1 | 7%
O=C1CC(=O)OC(c2ccc([N+](=O)[O-])cc2)O1 | -31%
Cc1ccc([C@H]2C[C@H](O)[C@@H](n3cc(C4CC4)nn3)CN2C(=O)C2CCCCC2)cc1 | -3%
COc1ccc(NC(=O)c2cccc(S(=O)(=O)N3CCc4ccccc43)c2)c(OC)c1 | 4%
COC(=O)[C@H]1C[C@@]2(O)CN(S(=O)(=O)c3ccc(C)cc3)C[C@@]2(OC(=O)NCc2ccco2)C[C@H]1C(=O)OC | -5%
CC(C)C1C(=O)N(Cc2cn(CC3CCCCC3)nn2)CCS(=O)(=O)N1Cc1ccc(-c2ccc(Cl)cc2)cc1 (configuration not stated) | 3%
C=CCOc1ccccc1CNn1c(C)n[nH]c1=S | -1%
NC(=S)c1ccc(OCCCc2ccccc2)cc1 | 1%
Cn1c(=O)oc2cc(S(=O)(=O)Nc3ccc(C(=O)O)cc3)ccc21 | 2%
Cc1cn([C@H]2C[C@H](O)[C@@H](CNCc3cc(Cl)ccc3OCc3ccc(Cl)cc3)O2)c(=O)[nH]c1=O | -2%
CCN1C(=O)[C@H]2[C@@H](c3ccc(C(F)(F)F)cc3)N[C@]3(CCCN(CC4CCCCC4)C3=O)[C@H]2C1=O | -3%
C[C@H]1CN([C@@H](C)CO)S(=O)(=O)c2ccc(C#Cc3cccnc3)cc2O[C@@H]1CN(C)C(=O)Nc1ccc2c(c1)OCO2 | -5%
O=C(CCn1c(=O)c2cccn2c2cccnc21)NCCCN1CCN(c2ccc(F)cc2)CC1 | 2%
Cn1cccc([N+](=O)[O-])c1=O | -5%
CN1CCn2cnc(C(=O)Nc3ccc(Cl)cc3)c2C1=O | 1%
CSC[C@H]1CN(c2ccc(Br)cc2)C(=O)[C@@H]1CC(=O)Nc1ccccc1 | 7%
COc1ccc(S(=O)(=O)Nc2ccc3c(c2)C(=O)N([C@H](C)CO)C[C@H](C)[C@@H](CN(C)C(=O)Nc2ccc(C(F)(F)F)cc2)OCCCC[C@H](C)O3)cc1 | -9%
c1cc(C2OCCO2)cs1 | 5%

For convenience, 18 of the compounds above:
SMILES | Dengue-2 NS5 capping
O=C(CCCN1C(=O)/C(=C/c2ccc(F)cc2)SC1=S)Nc1ccc(C(=O)O)cc1 | 7%
O=C1CC(=O)OC(c2ccc([N+](=O)[O-])cc2)O1 | -31%
Cc1ccc([C@H]2C[C@H](O)[C@@H](n3cc(C4CC4)nn3)CN2C(=O)C2CCCCC2)cc1 | -3%
COc1ccc(NC(=O)c2cccc(S(=O)(=O)N3CCc4ccccc43)c2)c(OC)c1 | 4%
COC(=O)[C@H]1C[C@@]2(O)CN(S(=O)(=O)c3ccc(C)cc3)C[C@@]2(OC(=O)NCc2ccco2)C[C@H]1C(=O)OC | -5%
CC(C)C1C(=O)N(Cc2cn(CC3CCCCC3)nn2)CCS(=O)(=O)N1Cc1ccc(-c2ccc(Cl)cc2)cc1 (configuration not stated) | 3%
C=CCOc1ccccc1CNn1c(C)n[nH]c1=S | -1%
NC(=S)c1ccc(OCCCc2ccccc2)cc1 | 1%
Cn1c(=O)oc2cc(S(=O)(=O)Nc3ccc(C(=O)O)cc3)ccc21 | 2%
Cc1cn([C@H]2C[C@H](O)[C@@H](CNCc3cc(Cl)ccc3OCc3ccc(Cl)cc3)O2)c(=O)[nH]c1=O | -2%
CCN1C(=O)[C@H]2[C@@H](c3ccc(C(F)(F)F)cc3)N[C@]3(CCCN(CC4CCCCC4)C3=O)[C@H]2C1=O | -3%
C[C@H]1CN([C@@H](C)CO)S(=O)(=O)c2ccc(C#Cc3cccnc3)cc2O[C@@H]1CN(C)C(=O)Nc1ccc2c(c1)OCO2 | -5%
O=C(CCn1c(=O)c2cccn2c2cccnc21)NCCCN1CCN(c2ccc(F)cc2)CC1 | 2%
Cn1cccc([N+](=O)[O-])c1=O | -5%
CN1CCn2cnc(C(=O)Nc3ccc(Cl)cc3)c2C1=O | 1%
CSC[C@H]1CN(c2ccc(Br)cc2)C(=O)[C@@H]1CC(=O)Nc1ccccc1 | 7%
COc1ccc(S(=O)(=O)Nc2ccc3c(c2)C(=O)N([C@H](C)CO)C[C@H](C)[C@@H](CN(C)C(=O)Nc2ccc(C(F)(F)F)cc2)OCCCC[C@H](C)O3)cc1 | -9%
c1cc(C2OCCO2)cs1 | 5%

These rows are one share of the data (hit frequency here may not be typical).
